IDE exosite inh – exo-site inhibitors of human IDE, primary screen, biochemical, fluorescence anisotropy, probe displacement. purified IDE, FL-6b probe fluorescence polarization; stronger effect = lower value. Insulin-degrading enzyme (Homo sapiens), P14735. z-score at 20 µM. 17,000 tested, 6.3% active;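 active = z-score of -3 or lower, meaning strong loss of probe binding signal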;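 also: His-tagged human IDE residues 42-1019 made in E. coli with 30 nM FL-6b probe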
Target sequence (P14735 42-1019 limits assumed): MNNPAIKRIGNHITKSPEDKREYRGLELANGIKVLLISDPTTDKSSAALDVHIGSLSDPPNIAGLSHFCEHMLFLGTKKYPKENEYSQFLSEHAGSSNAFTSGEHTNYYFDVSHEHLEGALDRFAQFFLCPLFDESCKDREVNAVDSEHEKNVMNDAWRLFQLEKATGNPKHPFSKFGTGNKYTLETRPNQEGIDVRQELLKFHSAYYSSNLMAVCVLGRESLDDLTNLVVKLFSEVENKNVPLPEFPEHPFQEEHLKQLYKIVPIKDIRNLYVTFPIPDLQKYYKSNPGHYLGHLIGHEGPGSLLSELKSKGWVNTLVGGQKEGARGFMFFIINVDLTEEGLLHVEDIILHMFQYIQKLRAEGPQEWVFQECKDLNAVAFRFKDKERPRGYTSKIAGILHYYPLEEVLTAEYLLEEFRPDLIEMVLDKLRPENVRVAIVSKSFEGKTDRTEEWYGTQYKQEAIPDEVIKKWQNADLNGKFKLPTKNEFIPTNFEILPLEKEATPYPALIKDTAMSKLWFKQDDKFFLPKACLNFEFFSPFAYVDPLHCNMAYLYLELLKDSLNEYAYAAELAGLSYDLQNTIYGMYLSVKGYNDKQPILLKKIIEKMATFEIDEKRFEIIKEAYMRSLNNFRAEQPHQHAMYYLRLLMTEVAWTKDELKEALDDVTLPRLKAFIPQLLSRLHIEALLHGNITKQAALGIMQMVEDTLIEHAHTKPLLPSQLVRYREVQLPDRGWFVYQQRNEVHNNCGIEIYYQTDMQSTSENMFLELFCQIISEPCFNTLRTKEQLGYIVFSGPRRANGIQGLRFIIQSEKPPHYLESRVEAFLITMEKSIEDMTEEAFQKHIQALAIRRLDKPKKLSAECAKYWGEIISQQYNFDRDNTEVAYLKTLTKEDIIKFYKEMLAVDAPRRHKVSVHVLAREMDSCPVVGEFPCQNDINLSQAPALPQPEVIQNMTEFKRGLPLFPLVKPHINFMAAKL
The depositor's hits bear a star; & = joins results of further samples. The list is partial (hit frequency here may not be typical).

no.	Compound	IDE exosite inh
1	COc1ccccc1C#Cc1ccc([C@H]2[C@@H](C#N)N(C(=O)C3CCC3)[C@H]2CO)cc1	-4.87*
2	C[C@@H]1CN([C@@H](C)CO)C(=O)CCCn2cc(nn2)CO[C@H]1CN(C)S(=O)(=O)c1cccc(C#N)c1	0.468
3	CCN1CC(=O)N2[C@H](C1)[C@H](c1ccc(-c3ccccc3F)cc1)[C@@H]2CO	-0.567
4	Cc1cccc(S(=O)(=O)N2CCCCN3[C@@H](CO)[C@@H](c4ccc(C#CC(C)C)cc4)[C@@H]3C2)c1	4.66
5	CC(C)C#Cc1ccc([C@@H]2[C@@H](CO)N3CCCCN(C(=O)NC(C)C)C[C@@H]23)cc1	1.07
6	CO[C@@H]1CN(C)C(=O)c2cc(NS(=O)(=O)c3ccc(C)cc3)ccc2OC[C@@H](C)N(Cc2ccccn2)C[C@H]1C	-1.34
7	N#C[C@@H]1[C@@H](c2ccc(C3=CCCCC3)cc2)[C@H](CO)N1C(=O)C1CCOCC1	1.72
8	C/C=C/c1ccc([C@H]2[C@@H](CO)N3CCCCN(S(=O)(=O)c4cccs4)C[C@@H]23)cc1	5.09
9	N#C[C@H]1N[C@@H](CO)[C@H]1c1ccccc1	4.14
10	C/C=C/c1ccc([C@H]2[C@@H](CO)N3C(=O)CN(C(=O)Nc4ccccc4F)C[C@@H]23)cc1	-1.41
11	CO[C@@H](CN(C)S(=O)(=O)c1cccc(Cl)c1)[C@@H](C)CN(C(=O)Nc1ccccc1F)[C@H](C)CO	1.86
12	CCCNC(=O)C[C@H]1CC[C@@H]2[C@@H](COc3ccc(NC(=O)CC)cc3C(=O)N2C)O1	-0.0581
13	O=C(C[C@@H]1CC[C@H]2[C@@H](COC[C@@H](O)CN2CCC(F)(F)F)O1)NCc1ccc2c(c1)OCO2	0.632
14	COc1ccc(CNC(=O)C[C@H]2C[C@H]3c4cc(N(C)C)ccc4O[C@H]3[C@H](CO)O2)cc1	-0.331
15	O=C(Cc1ccccc1)N1CC(=O)N2[C@@H](CO)[C@H](c3ccc(Br)cc3)[C@@H]2C1	-2.48
16	CO[C@H]1CN(C)C(=O)c2ccc(NC(=O)Nc3ccccc3)cc2OC[C@@H](C)N(C(=O)CC2CC2)C[C@@H]1C	0.617
17	O=C1N[C@@H](Cc2ccccc2)COCc2cn(nn2)CC[C@@H]1Cc1cccc(F)c1	0.904
18	CC(C)c1cn(CC[C@H]2CC[C@@H](NS(=O)(=O)c3ccc(F)cc3)[C@@H](CO)O2)nn1	3.27
19	COCC(=O)N1C[C@H](C)[C@H](OC)CN(C)C(=O)c2ccc(NC(=O)Nc3cccc(F)c3)cc2OC[C@H]1C	0.271
20	CC(C)C#Cc1ccc([C@H]2[C@@H](C#N)N(C(=O)C3CCOCC3)[C@H]2CO)cc1	2.35
21	C/C=C/c1ccccc1[C@@H]1[C@@H](CO)N(C(=O)CN2CCOCC2)[C@H]1C#N	0.00658
22	C[C@H](CO)N1C[C@H](C)[C@@H](CN(C)S(=O)(=O)c2cccc(F)c2)Oc2ncc(C#CC3(O)CCCC3)cc2C1=O	-0.288
23	CCS(=O)(=O)N1CCCCN2[C@H](C1)[C@H](c1ccc(-c3ccccc3C)cc1)[C@@H]2CO	-0.649
24	CC=Cc1ccc2n(c1=O)C[C@@H]1[C@@H](CO)[C@H](C(=O)NCc3cccc(OC)c3)N[C@H]21 (mixture of isomers)	-0.11
25	O=C(C[C@H]1CC[C@@H]2[C@H](COC[C@H](O)CN2Cc2ccc(C(F)(F)F)cc2)O1)N1CCc2ccccc2C1	0.762
26	CN(C)C(=O)c1cccc(-c2ccc([C@H]3[C@@H](CO)N4CCCCN(S(C)(=O)=O)C[C@@H]34)cc2)c1	3.33
27	CCCNC(=O)NC[C@H]1[C@@H](c2ccc(C3=CCCCC3)cc2)[C@@H](CO)N1C(C)=O	2.31
28	CC(C)CC#Cc1ccc([C@@H]2[C@@H](CO)N3CCCCN(C(=O)c4ccc5c(c4)OCO5)C[C@H]23)cc1	3.67
29	CC(C)CC#Cc1ccc([C@H]2[C@H](CO)N3C(=O)CN(C(=O)c4ccc5c(c4)OCO5)C[C@@H]23)cc1	1.12
30	C[C@H](O)C#Cc1ccc([C@@H]2[C@H](CO)N3CCCCN(CC4CCOCC4)C[C@@H]23)cc1	3.84
31	COc1ccc(NC(=O)N2CC(=O)N3[C@H](CO)[C@H](c4ccc(/C=C/c5ccccc5)cc4)[C@H]3C2)cc1	-1.85
32	O=C(C[C@H]1CC[C@H]2[C@@H](COC[C@H](O)CN2Cc2cccc(Cl)c2)O1)NCc1cccc(F)c1	0.622
33	COCC#Cc1ccc([C@@H]2[C@H](C#N)N(C(=O)Cc3ccccc3)[C@H]2CO)cc1	-0.273
34	CN(C)C(=O)c1cccc(-c2ccc([C@@H]3[C@H](CO)N4C(=O)CN(C(=O)C5CC5)C[C@@H]34)cc2)c1	3.83
35	Cc1ccccc1-c1ccc([C@@H]2[C@H](CO)N3C(=O)CN(C(=O)NC4CCCC4)C[C@@H]23)cc1	-8.13*
36	CCc1nc(N2[C@H](C#N)[C@@H](c3ccccc3-c3ccccc3F)[C@@H]2CO)sc1C	0.235
37	OC[C@H]1[C@H](c2ccc(C#Cc3ccccc3)cc2)[C@H]2CN(CC3CCOCC3)CCCCN21	-0.67
38	O=C(C[C@@H]1CC[C@@H]2[C@H](COC[C@H](O)CN2S(=O)(=O)c2ccccc2)O1)NCC1CCCCC1	-0.262
39	N#Cc1ccc(-c2ccc3c(c2)[C@H]2[C@H](CCN2C(=O)c2cccnc2)[C@@H](CO)N3)cc1	1.72
40	COc1cccc(C(=O)N2C[C@@H]3[C@H](c4ccccc42)[C@H](CO)N3C(=O)c2cccc(F)c2)c1	1.82
41	CO[C@H]1CN(C)C(=O)c2cc(NC(=O)NC(C)C)ccc2OC[C@H](C)N(Cc2ccccc2)C[C@@H]1C	-1.08
42	C[C@@H](O)C#Cc1ccc([C@@H]2[C@@H](CO)N3CCCCN(S(=O)(=O)c4ccccc4)C[C@@H]23)cc1	0.476
43	CN(C)C(=O)c1cccc(-c2ccc([C@@H]3[C@@H](CO)N4CCCCN(C(=O)C5CCC5)C[C@@H]34)cc2)c1	1.35
44	CC(C)CC#Cc1ccc([C@H]2[C@H]3CN(C(=O)NC(C)C)CC(=O)N3[C@H]2CO)cc1	-1.09
45	CN1CCN(C(=O)C[C@@H]2CC[C@@H]3[C@H](COc4ccc(NC(=O)c5cccs5)cc4C(=O)N3C)O2)CC1	-0.562
46	C/C=C/c1ccc([C@@H]2[C@H](C#N)N(C(=O)c3cccnc3)[C@H]2CO)cc1	0.325
47	O=C(Nc1cccc(F)c1)N1CCCCN2[C@H](C1)[C@H](c1ccc(-c3ccccc3F)cc1)[C@@H]2CO	2.48
48	O=C(C[C@@H]1CC[C@H](NC(=O)CN2CCOCC2)[C@@H](CO)O1)NC1CCC1	-1.87
49	C/C=C/c1ccc(C2[C@H]3CNC[C@@H]2N3S(=O)(=O)c2ccc(C)cc2)cc1 (some centres not stated)	1.11&1.57
50	COc1ccc(C#Cc2ccc([C@@H]3[C@H](CO)N4C(=O)CN(C(=O)c5ccccc5)C[C@@H]34)cc2)cc1	0.698
51	COCC(=O)Nc1ccc2c(c1)C(=O)N(C)[C@@H]1CC[C@@H](CC(=O)NCCCN(C)C)O[C@H]1CO2	0.712
52	O=C(C1CCCC1)N1CC(=O)N2[C@@H](CO)[C@@H](c3ccc(C#CC4CCCC4)cc3)[C@@H]2C1	3.07
53	CC(=O)N(Cc1cccc(F)c1)C[C@H]1[C@@H](c2ccccc2)[C@@H](CO)N1C(C)=O	-0.666
54	O=C(c1ccccn1)N1CC[C@@H]2[C@H]1c1cc(Br)ccc1N[C@@H]2CO	2.7
55	CC(=O)N(C[C@@H]1N[C@@H](CO)[C@H]1c1ccc(-c2cccnc2)cc1)C1CCCC1	-0.399
56	COC(=O)C[C@@H]1C[C@@H]2c3cc(N)ccc3O[C@@H]2[C@H](CO)O1	-0.542
57	O=S(=O)(c1ccc(F)cc1)N1CCCCN2[C@@H](CO)[C@@H](c3ccc(-c4cncnc4)cc3)[C@@H]2C1	0.111
58	CO[C@H]1CN(C)C(=O)c2ccc(NS(C)(=O)=O)cc2OC[C@H](C)N(CC2CC2)C[C@@H]1C	0.495
59	CCc1csc(N2[C@H](CO)[C@H](c3ccccc3)[C@@H]2CNC)n1	-1.81
60	CO[C@@H]1CC[C@@H]2CCOc3ccc(C#N)cc3C(=O)N(C)[C@H](C)C(=O)N(C)C[C@@H]1O2	2.26

IDE exosite inh: entries above that show a hit.
no.	Compound	IDE exosite inh
1	COc1ccccc1C#Cc1ccc([C@H]2[C@@H](C#N)N(C(=O)C3CCC3)[C@H]2CO)cc1	-4.87*
35	Cc1ccccc1-c1ccc([C@@H]2[C@H](CO)N3C(=O)CN(C(=O)NC4CCCC4)C[C@@H]23)cc1	-8.13*

Other results.
no.	Compound	IDE exosite inh
61	CN1C(=O)c2cc(NC(=O)Cc3cccs3)ccc2OC[C@H]2O[C@H](CC(=O)NCCCN3CCOCC3)CC[C@@H]21	-0.354
62	COCC(=O)Nc1ccc2c(c1)C(=O)N(C)C[C@@H](OC)[C@H](C)CN(CCc1ccccc1)[C@H](C)CO2	-0.421
63	COc1cccc(NC(=O)C[C@@H]2CC[C@H]3[C@@H](COc4ccc(NC(=O)C5CC5)cc4C(=O)N3C)O2)c1	-0.236
64	COc1ccc(-c2ccccc2[C@@H]2[C@@H](C#N)N(C(=O)C3CCOCC3)[C@H]2CO)cc1	0.81
65	C[C@@H]1CN([C@@H](C)CO)C(=O)c2c(c3ccccc3n2C)-c2ccccc2CO[C@H]1CN(C)C	1.26
66	CC(=O)N1[C@H](CO)[C@H](c2ccccc2)[C@H]1CN(C)S(=O)(=O)c1ccccc1	-2.59
67	O=C(C1CC1)N1CCCCN2[C@H](CO)[C@@H](c3ccc(-c4cccc(F)c4)cc3)[C@@H]2C1	0.173
68	CCN1CC(=O)N2[C@H](CO)[C@@H](c3ccc(-c4ccccc4F)cc3)[C@H]2C1	1.95
69	Cc1cccc(-c2ccc([C@H]3[C@H](CO)N4CCCCN(C(=O)NC(C)C)C[C@@H]34)cc2)c1	-13.7*
70	COc1ccccc1NC(=O)N1C[C@@H]2[C@H](c3ccccc31)[C@H](CO)N2Cc1ccc2c(c1)OCO2	1.8
71	CCN(C[C@@H]1[C@@H](c2ccccc2)[C@H](CO)N1C(=O)COC)S(C)(=O)=O	1.02
72	C[C@H](CO)N1C[C@H](C)[C@H](CN(C)S(=O)(=O)c2ccccc2)OCCCC[C@H](C)Oc2ccc(NC(=O)Nc3ccc4c(c3)OCO4)cc2C1=O	0.587
73	COc1ccc2c3c(n(C)c2c1)[C@@H](CO)NCC31CN(C(=O)c2cccc(F)c2)C1	0.833
74	O=C(C1CCOCC1)N1CC(=O)N2[C@H](CO)[C@@H](c3ccc(-c4ccccc4F)cc3)[C@@H]2C1	-4.83*
75	C/C=C/c1ccc([C@H]2[C@@H](CO)N(C(=O)CN(C)C)[C@H]2CNC(=O)CC)cc1	1.74
76	COCC(=O)N1CC[C@H]2[C@@H]1c1cc(-c3cccc(F)c3)ccc1N(C)[C@H]2CO	1.83
77	COc1ccccc1C#Cc1ccc([C@@H]2[C@H](CO)N3CCCCN(CCC(F)(F)F)C[C@@H]23)cc1	-8.07*
78	O=C(Nc1cccc(F)c1)N1CC(=O)N2[C@H](C1)[C@@H](c1ccc(-c3ccc(F)cc3)cc1)[C@@H]2CO	1.33
79	CC(C)CC#Cc1ccc([C@H]2[C@H](CO)N3CCCCN(C(=O)Nc4ccccc4)C[C@@H]23)cc1	0.307
80	O=C1N[C@H](Cc2ccccc2)COCc2cnnn2CC[C@@H]1Cc1ccc(-c2ccccc2)cc1	1.16
81	COc1cccc(NC(=O)Nc2ccc3c(c2)C(=O)N(C)C[C@@H](OC)[C@H](C)CN[C@H](C)CO3)c1	0.554
82	O=C(C1CC1)N1CC(=O)N2[C@@H](CO)[C@@H](c3ccc(-c4cccnc4)cc3)[C@@H]2C1	-2.46
83	C[C@H]1CCCCO[C@H](CN(C)S(=O)(=O)c2ccc(Cl)cc2)[C@@H](C)CN([C@@H](C)CO)C(=O)c2cc(NC(=O)Nc3ccc(C(F)(F)F)cc3)ccc2O1	2.16
84	CCC(=O)N1C[C@@H]2[C@H](c3ccccc31)[C@H](CO)N2Cc1ccc(F)cc1	1.33
85	N#C[C@H]1[C@H](c2ccc(-c3ccccc3F)cc2)[C@@H](CO)N1C(=O)c1ccccn1	0.884
86	O=C(c1cccc(F)c1)N1CC(=O)N2[C@H](CO)[C@H](c3ccc(C4=CCCCC4)cc3)[C@@H]2C1	-0.491
87	C/C=C/c1ccc([C@H]2[C@H](CO)N(C(=O)CC)[C@H]2CN(C)S(C)(=O)=O)cc1	3.2
88	C[C@@H]1CN([C@H](C)CO)C(=O)CCCn2nncc2CO[C@@H]1CN(C)C(=O)Nc1ccccc1C(F)(F)F	-0.822
89	CO[C@@H]1CN(C)C(=O)c2ccc(NC(=O)c3cc(C)on3)cc2OC[C@H](C)NC[C@H]1C	-1.4
90	CC(=O)N1Cc2cc(C(=O)NCC(F)(F)F)nc(-c3cccc(-c4cccnc4)c3)c2[C@@H]1CCO	1.41
91	CCCN1C[C@H](C)[C@@H](OC)CN(C)C(=O)c2cc(NC(=O)C3CCC3)ccc2OC[C@H]1C	-0.138

A second format for some results above.
cpd | IDE exosite inh | Molecule
77 | -8.07* | COc1ccccc1C#Cc1ccc([C@@H]2[C@H](CO)N3CCCCN(CCC(F)(F)F)C[C@@H]23)cc1
78 | 1.33 | O=C(Nc1cccc(F)c1)N1CC(=O)N2[C@H](C1)[C@@H](c1ccc(-c3ccc(F)cc3)cc1)[C@@H]2CO

Random excerpt: four compounds from above
no.	Compound	IDE exosite inh
86	O=C(c1cccc(F)c1)N1CC(=O)N2[C@H](CO)[C@H](c3ccc(C4=CCCCC4)cc3)[C@@H]2C1	-0.491
82	O=C(C1CC1)N1CC(=O)N2[C@@H](CO)[C@@H](c3ccc(-c4cccnc4)cc3)[C@@H]2C1	-2.46
88	C[C@@H]1CN([C@H](C)CO)C(=O)CCCn2nncc2CO[C@@H]1CN(C)C(=O)Nc1ccccc1C(F)(F)F	-0.822
91	CCCN1C[C@H](C)[C@@H](OC)CN(C)C(=O)c2cc(NC(=O)C3CCC3)ccc2OC[C@H]1C	-0.138

Assay outcomes: PubChem, Broad Institute
